# TSG101-PTAP inh: blocks PTAP/TSG101 interaction to inhibit HIV-1 budding. Potency, µM (titrated, usually from 115 µM), without a hit: at the highest dose activity change, negative = inhibition, actives largely listed as inhibitors. Fluorescence polarization, FITC-PTAP peptide / Tsg101 binding. Q99816. 340,000 tested, under 10 active; active = well fitted inhibition curve with a large enough effect in the main read-out, with a control signal flat, not every such curve was filed as active; inconclusive = small, poorly fitted or top-dose-only effect, or effect the other way, or a change in a side signal; inactive = no such curve, though single readings can be large or run the other way; note: potency is the fitted concentration of half-maximal effect; % of control where 0% means no effect
#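 FP read-out: FITC-PTAP peptide, 50 nM final, binding Tsg101 binding domain, 10 uM final; 20 min, r.t.; 10 mM HEPES pH 7.5, 0.15 M NaCl, 0.01% Tween 20, 3 mM EDTA, 0.1 mM TCEP.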
# TSHR antagonist: human thyrotropin receptor antagonism; P16473; TSHR-expressing cells, TSH-stimulated cAMP HTRF, 2 h; active compounds read low; activity change, negative = inhibition, % at 11.5 µM; 0.2% of 330,000 active;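 active = activity change below a set negative limit, meaning inhibition stronger than a set level, cut at about -70% in these data; inconclusive = activity change between two set negative limits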; note: % is set by controls: 0 for no effect and ±100 for the full control effect
#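 Inhibition of cAMP made by TSHR-expressing cells under TSH stimulation (4nM final, EC80; 2 h, 37 deg C) is quantified with a one-step lysis HTRF kit, anti-cAMP cryptate versus cAMP-d2.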
# B2AR arrestin: agonists driving beta-arrestin recruitment to human beta2-adrenergic receptor | P07550 | beta-arrestin recruitment to beta2AR, cell-based reporter | Potency, µM (titrated, usually from 46.1 µM), for the others: top-dose activation, hits mostly activators | 0.02% of 330,000 active | AID 492947;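 note: potency is the fitted concentration of half-maximal effect; 0% = DMSO controls and full agonism = EC100 isoproterenol or metaproterenol; nearly all actives have a fitted effect of over 65% in size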
# Tb PFK inh: blocks T. brucei phosphofructokinase; T. brucei PFK, ADP-Glo luminescence; 0.17% of 330,000 active; O15648; Potency, µM (series often up to 57.5 µM), without a hit: at the highest dose activity, negative = inhibition, hits mostly inhibitors;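 note: potency is the fitted concentration of half-maximal effect; 0% = uninhibited 1x PFK enzyme wells and -100% = no-enzyme wells; nearly all actives have a fitted effect of over 60% in size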
# Target sequence (O15648 whole entry, looked up): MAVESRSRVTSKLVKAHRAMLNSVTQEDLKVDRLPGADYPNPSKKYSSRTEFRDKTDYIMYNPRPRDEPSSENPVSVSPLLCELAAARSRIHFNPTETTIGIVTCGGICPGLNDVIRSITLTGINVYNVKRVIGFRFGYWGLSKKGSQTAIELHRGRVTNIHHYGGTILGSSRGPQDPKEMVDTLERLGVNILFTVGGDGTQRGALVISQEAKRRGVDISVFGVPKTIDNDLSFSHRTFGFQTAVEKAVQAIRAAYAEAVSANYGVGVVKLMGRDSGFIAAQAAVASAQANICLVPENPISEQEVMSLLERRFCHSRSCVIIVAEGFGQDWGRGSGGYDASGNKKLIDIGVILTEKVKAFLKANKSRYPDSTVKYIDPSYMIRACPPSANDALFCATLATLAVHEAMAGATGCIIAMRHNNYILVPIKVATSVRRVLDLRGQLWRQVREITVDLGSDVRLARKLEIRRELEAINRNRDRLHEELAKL
#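 Activity is normalized to no-enzyme wells (full inhibition) and 1.25 nM enzyme wells (no inhibition). Reaction: 0.5 mM F6P, 0.1 mM ATP, 45 min RT, ADP-Glo luminescence; concentration-response curves fitted and classed by quality.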
# ELG1 repair inh: ELG1-dependent DNA repair inhibition | AID 504467 | HEK293T ELG1-luciferase reporter, luminescence, 16 h; DNA damage induced by 5-fluorouridine | Potency, µM (doses to about 46.1 µM), for inactives: at the top dose activity change, negative = inhibition, most hits filed as inhibitors | 2.3% of 330,000 active; note: potency is the fitted concentration of half-maximal effect; % is set by controls: 0 for no effect and ±100 for the full control effect; nearly all actives have a fitted effect of over 55% in size
#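 Luminescence from the luciferase reporter, measured 30 min after ONE-Glo reagent at room temperature, was the read-out. Beforehand, 2,000 cells per well were exposed for 16 hr at 37 °C to 5-fluorouridine together with compound or vehicle.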
# Eya2 phos inh: blocks the phosphatase activity of human Eya2. recombinant Eya2, OMFP fluorescence dephosphorylation (OMFP is methylfluorescein phosphate). Potency, µM (top dose mostly 76.9 µM), inactives show at the top dose activity, negative = inhibition, most hits filed as inhibitors. 0.006% of 330,000 active; note: potency is the fitted concentration of half-maximal effect; % is set by controls: 0 for no effect and ±100 for the full control effect
#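 Eya2 protein (added as 0.2 uM solution) was preincubated with compound for 10 min at ambient temperature in 50 mM HEPES pH 7.5, 50 mM NaCl, 5 uM MgCl2, 0.05% BSA, 1 mM DTT. OMFP (added at 50 uM) then reacted 10 min; fluorescence read at 485/525 nm.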
# Mito fusion act: blocks mitochondrial division or promotes mitochondrial fusion. Potency, µM (top dose mostly 46.1 µM), for inactives: at the highest dose growth rescue (activation), actives largely listed as activators. S. cerevisiae fusion-defective mutant growth rescue, CellTiterGlo 48 h. 0.23% of 320,000 active;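 note: potency is the fitted concentration of half-maximal effect; % of control where 0% means no effect; nearly all actives have a fitted effect of over 45% in size; temperature-sensitive fusion mutants such as fzo1-1 at 37 °C on non-fermentable ethanol glycerol medium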
#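 Luminescent cell viability in 1536-well qHTS format served as the measure of rescued growth in ts fusion-mutant S. cerevisiae cultured on non-fermentable YPEG for 48 hours at 37C.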
# USP2a inh: blocks human ubiquitin-specific protease USP2a; USP2 core, Ub-CHOP2 coupled fluorogenic reporter, 485/531; Potency, µM (titrated, usually from 38.3 µM), inactives show at the top dose activity change, negative = inhibition, actives largely listed as inhibitors; 0.01% of 330,000 active;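 note: potency is the fitted concentration of half-maximal effect; plate controls were DMSO wells for no effect and full inhibition by NEM control for full effect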
# Target sequence (O75604 whole entry, looked up): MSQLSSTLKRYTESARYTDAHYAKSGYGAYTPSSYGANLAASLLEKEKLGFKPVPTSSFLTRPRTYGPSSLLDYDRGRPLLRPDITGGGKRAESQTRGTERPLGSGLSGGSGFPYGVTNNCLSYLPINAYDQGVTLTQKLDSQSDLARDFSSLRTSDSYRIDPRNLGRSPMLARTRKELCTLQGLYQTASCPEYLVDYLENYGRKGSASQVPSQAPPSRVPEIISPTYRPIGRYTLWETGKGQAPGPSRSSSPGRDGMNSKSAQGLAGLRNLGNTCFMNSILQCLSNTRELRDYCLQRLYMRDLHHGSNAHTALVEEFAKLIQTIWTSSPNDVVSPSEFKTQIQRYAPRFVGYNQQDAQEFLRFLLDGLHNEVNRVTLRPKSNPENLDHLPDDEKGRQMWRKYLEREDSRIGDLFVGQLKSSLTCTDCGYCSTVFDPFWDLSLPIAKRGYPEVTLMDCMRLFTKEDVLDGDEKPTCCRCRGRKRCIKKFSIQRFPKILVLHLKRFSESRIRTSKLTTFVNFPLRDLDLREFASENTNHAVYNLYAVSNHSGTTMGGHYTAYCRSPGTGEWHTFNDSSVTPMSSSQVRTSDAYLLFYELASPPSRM
#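 Deubiquitinase activity read as fluorescence (485/531 nm) after Ub-CHOP2 cleavage activates the enterokinase reporter on its substrate; USP2 core 10nM, Ub-CHOP2 and substrate 25nM each, 30min compound preincubation then 60min RT; data normalized to NEM, curves fitted.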
# Chronic BCR inh: chronic active BCR signaling inhibition | ABC-DLBCL IkBa-CBG/CBR reporter, luminescence ratio, 4 h | Potency, µM (series often up to 46.1 µM), without a hit: at the top dose ratio change, negative = lower green/red ratio, usual class: inhibitors | 0.05% of 340,000 active; active = well fitted inhibition curve with a large enough effect in the signal ratio, with a control signal flat, not every such curve was filed as active; inconclusive = small, poorly fitted or top-dose-only effect, or effect the other way, or a change in a side signal; the % refers to the signal ratio;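 note: potency is the fitted concentration of half-maximal effect; plate controls were basal doxycycline-induced cells for no effect and cells given 10 µM MG132 for full effect; MG132 reads +100%, hits lower the ratio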
#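 Concentration-response series (up to 46 uM) were applied to TMD8 dual-reporter cells for 4 h at 37C with doxycycline. Green/red ratio, after filter-overlap correction, defined %Activity; red signal alone was normalised to basal cells and zero luminescence.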
# uPA generation: blocks generation of uPA at the cell surface; 0.31% of 330,000 active; cell surface uPA generation assay, qHTS; Potency, µM (series often up to 38.3 µM), for the others: at the highest dose activity change, negative = inhibition, actives largely listed as inhibitors; active = well fitted inhibition curve with a large enough effect; inconclusive = small, poorly fitted or top-dose-only effect; inactive = no such curve, though single readings can be large or run the other way; tested in mouse RAW 264.7 cells; note: potency is the fitted concentration of half-maximal effect; % is set by controls: 0 for no effect and ±100 for the full control effect; nearly all actives have a fitted effect of over 55% in size
# TCR activator: activates T cell receptor signaling; primary human leukocytes, anti-CD3, IL-2 HTRF, 48 h; Potency, µM (titrated, usually from 9.22 µM), inactives show at the highest dose activation of IL-2 secretion, hits mostly activators; 330,000 tested, under 10 active; AID 504894; note: % of control where 0% means no effect
#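 Activity was scored as IL-2 release from primary human leukocytes given only a TCR signal (a-CD3 beads) plus compound for 48 hr. Detection used a two-antibody HTRF format read at 665nm.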
# * = called active by the depositor; ? = inconclusive; . = not tested or not shown; [ ] = dose if it differs, or a comment. Unless noted, calls come from the whole dose curve; as a rule, active = well fitted curve in the direction sought with a large enough effect; inconclusive = small, poorly fitted or top-dose-only effect, or another doubt; inactive = no such curve, though single readings can be large; an effect the other way counts as inactive or inconclusive.
canonical_smiles,TSG101-PTAP inh,Eya2 phos inh,Tb PFK inh,uPA generation,TCR activator,B2AR arrestin,Mito fusion act,Chronic BCR inh,USP2a inh,ELG1 repair inh,TSHR antagonist
O=C(c1cc(=O)[nH]c2ccccc12)N(Cc1nnc(-c2ccccc2Cl)o1)C1CC1,-4.6%,-30.4%,21.5%,0.6%,-8.8%,0.0%,-3.6%,-14.1%,0.9%,?,0.0
C/C(Cn1cnc([N+](=O)[O-])n1)=N/NC(=O)COc1c(Cl)cc(Cl)cc1Cl,-2.0%,-4.8%,-6.4%,?,1.0%[46.1 µM],0.4%,-2.7%,-0.1%,1.7%,10.1%,-6.0
CCCCOc1ccc(C(=O)NCC2(c3ccccc3)CCOCC2)cc1,-5.8%,-20.8%,12.9%,3.6%,9.5%,0.3%,?,4.0%,-5.3%,-11.8%,8.2
COC(=O)c1cc(CNC(=O)c2ccccc2OCc2c(C)noc2C)ccc1OC,-0.1%,-0.7%,0.1%,-3.7%,-0.2%,0.2%,2.5%,?,1.4%,-4.9%,0.1
CCOC(=O)C1=NN(C(=O)c2ccc(OC)cc2)C(O)(c2ccc(Cl)cc2)C1 (configuration not stated),-2.9%,3.8%,-7.7%,2.5%,0.8%[46.1 µM],-0.7%,-10.1%,-6.2%,1.4%,-2.5%,6.7
CCc1nccn1CCC(=O)N1CCc2c([nH]c3ccccc23)C1CC(C)C (configuration not stated),-8.4%,3.6%,2.3%,-10.6%,7.8%,-0.5%,-0.3%,?,0.7%,-19.5%,-10.3
C/C(=C(/CCO)SSCC1CCCO1)N(C=O)Cc1cnc(C)nc1N (configuration not stated),-0.2%,14.5%,1.3%,-4.9%,-9.5%,0.2%,-3.2%,?,0.8%,25.5%,10.9
C=C(C)C1Cc2c(C)nn(-c3ccccc3)c2C1 (configuration not stated),-5.0%,-0.9%,-2.3%,4.6%,-8.5%,-0.6%,-2.9%,0.9%,-0.7%,1.7%,-7.7
C=CCN(Cc1nc(-c2cc(OC)c3c(c2)OCO3)oc1C)C1CCS(=O)(=O)C1 (configuration not stated),0.8%,1.8%,2.2%,-2.4%,5.3%,0.4%,-7.2%,-19.2%,-1.5%,-15.9%,-10.1
Cc1cc(C)cc(OCC(=O)NCC2CCCO2)c1 (configuration not stated),-1.1%,6.6%,3.0%,3.7%,-6.5%,-0.2%,0.0%,5.3%,1.2%,?,8.1
C/C(=N\Nc1ccc(F)cc1F)c1ccc(F)cc1,.,10.5%,0.4%,.,.,-0.5%,-6.0%,-17.4%,-1.0%,3.8%,-15.9
CCOC(=O)c1cc(C(C)C)sc1NC(=O)COC(=O)c1nccnc1N,-2.6%,-1.9%,0.3%,-2.9%,-2.1%,0.1%,1.8%,5.5%,-0.9%,-0.6%,15.3
Cc1cc(C)c(C#N)c(OCC(=O)Nc2ccccc2)n1,-1.1%,4.5%,0.8%,2.7%,1.6%,0.4%,2.2%,-2.5%,4.6%,-4.0%,-8.4
CCn1c(/C=C/c2ccccc2)nc2ccccc21,-16.6%,6.2%,1.9%,?,.,0.1%,-11.9%,16.3%,-0.2%,?,20.2
CCOc1ccccc1NC(=O)C(=O)N/N=C/c1ccc([N+](=O)[O-])cc1,-1.2%,-1.4%,0.0%,0.1%,2.3%,-0.4%,6.6%,0.0%,4.1%,0.2%,1.2
CN1c2ccccc2C(C)(C)C12CC(c1cccc(S(=O)(=O)N3CCCC3)c1)=NO2 (configuration not stated),20.4%,0.3%,-6.3%,3.1%,-8.7%[46.1 µM],-0.5%,10.0%,2.7%,1.6%,4.1%,8.1
CCN1CCc2c(sc(N)c2C#N)C1,4.3%,5.5%,-3.2%,2.4%,9.7%,-0.3%,1.3%,3.2%,3.4%,-3.5%,-5.0
CCN(CC)S(=O)(=O)c1ccc(NS(=O)(=O)c2ccc(OC)c([N+](=O)[O-])c2)cc1,-5.9%,2.7%,2.2%,3.3%,-3.1%[46.1 µM],-0.7%,-3.9%,5.0%,2.8%,17.8%,6.5
COC(=O)C1C(=O)C2=C(CC1C)NC(C)=C(C(=O)OC1CCCC1)C2c1ccc(N(C)C)cc1 (configuration not stated),-1.0%,-11.9%,-0.4%,.,-3.1%,0.7%,0.1%,-0.4%,0.3%,-12.8%,14.9
N#CC1(NC(=O)CSc2nc3ncc(Cl)cc3[nH]2)CCCCC1,-2.2%,-2.9%,3.7%,0.4%,0.2%,-0.4%,6.9%,-4.5%,-1.5%,?,11.1
O=C(C1CCCO1)N1CCN(C(=S)Nc2ccc(F)cc2)CC1 (configuration not stated),-0.1%,6.7%,-1.5%,-1.2%,-0.8%[46.1 µM],7.8%,-2.9%,6.1%,2.8%,9.1%,15.8
COc1ccccc1NS(=O)(=O)c1cc(NC(=O)CCC2CCCC2)ccc1N1CCOCC1,-3.1%,-0.5%,1.8%,7.2%,8.1%,0.5%,17.5%,-0.8%,-2.1%,1.7%,-10.0
C=C(C)CN(Cc1ccccc1)C(=S)Nc1ccccc1,-1.5%,-12.1%,-1.5%,-1.9%,2.7%,-1.5%,-8.5%,6.1%,1.2%,?,6.6
COc1cc(NC(=O)COc2ccc(C)c(C)c2)ccc1NC(=O)c1ccco1,0.5%,-13.8%,2.5%,-1.4%,-0.6%,0.1%,6.4%,0.5%,2.2%,21.8%,-33.6
Cc1ccc(S(=O)(=O)N2[C@@H](c3ccc(C(C)(C)C)cc3)C(C(=O)O)=CC[C@H]2c2ccc(Cl)c(Cl)c2)cc1,-1.0%,-23.7%,-9.8%,6.4%,3.8%,-0.6%,.,-1.1%,?,-15.2%,7.1
Cc1[nH]n(C(N)=S)c(=O)c1N=Nc1ccc(S(=O)(=O)N2CCCCCC2)cc1,-3.4%,-5.4%,2.9%,-2.9%,4.6%,-0.1%,-3.8%,?,4.4%,0.0%,-26.4
COc1ccc2nc3cc(Cl)ccc3c(C#N)c2c1,-5.4%,13.6%,0.0%,-1.5%,-20.2%,-0.9%,3.7%,-1.3%,5.7%,7.3%,-5.5
CNC(=O)c1c(NC(=O)c2ccc(S(=O)(=O)N3CCCCC3)cc2)sc2c1CCN(C(C)C)C2,0.3%,-5.2%,-0.6%,-17.0%,-5.2%,0.0%,-2.8%,-10.7%,-0.4%,?,-1.1
O=c1nc(-c2ccccc2)n(-c2ccccc2)[nH]1,-1.0%,11.1%,-0.3%,2.0%,-2.1%[46.1 µM],0.4%,0.0%,1.3%,1.7%,0.5%,5.4
COC(=O)CN1C(=O)N/C(=C/c2ccccc2OC)C1=O,-3.9%,11.7%,1.1%,-2.0%,-3.4%,0.0%,2.1%,?,-2.6%,9.8%,13.0
O=C(c1ccccc1)c1ncc(C(F)(F)F)cc1Cl,-7.5%,15.5%,-12.3%,.,1.7%,0.0%,5.5%,8.0%,0.5%,10.0%,17.2
Cc1sc2ncnc(NC3CCN(Cc4ccccc4)CC3)c2c1C,0.2%,-3.4%,2.8%,1.4%,-1.1%,0.1%,0.2%,-1.3%,4.6%,2.06µM*,-26.5
c1ccc(CCC2CCCCN2Cc2nc(C3CC3)no2)cc1 (configuration not stated),-1.4%,6.4%,2.3%,-5.5%,-18.0%,5.1%,19.0%,-6.0%,0.8%,0.4%,2.6

# Single records, as listed above. Order of screens: TSG101-PTAP inh | Eya2 phos inh | Tb PFK inh | uPA generation | TCR activator | B2AR arrestin | Mito fusion act | Chronic BCR inh | USP2a inh | ELG1 repair inh | TSHR antagonist
# O=C(C1CCCO1)N1CCN(C(=S)Nc2ccc(F)cc2)CC1 (configuration not stated) as listed: -0.1% | 6.7% | -1.5% | -1.2% | -0.8%[46.1 µM] | 7.8% | -2.9% | 6.1% | 2.8% | 9.1% | 15.8
# COc1ccccc1NS(=O)(=O)c1cc(NC(=O)CCC2CCCC2)ccc1N1CCOCC1 as listed: -3.1% | -0.5% | 1.8% | 7.2% | 8.1% | 0.5% | 17.5% | -0.8% | -2.1% | 1.7% | -10.0

# From PubChem
